Tau FP inhib: blocks human tau fibril formation measured by polarization; P10636; K18 P301L tau heparin fibrillization, Alexa594 FP, 6 h; Potency, µM (series often up to 57.7 µM), without a hit: top-dose activity, negative = inhibition, hits mostly inhibitors; hit rate 0.39% among 280,000; further: nearly all actives have a fitted effect of over 55% in size
Target sequence (P10636 561-689 P618L limits assumed): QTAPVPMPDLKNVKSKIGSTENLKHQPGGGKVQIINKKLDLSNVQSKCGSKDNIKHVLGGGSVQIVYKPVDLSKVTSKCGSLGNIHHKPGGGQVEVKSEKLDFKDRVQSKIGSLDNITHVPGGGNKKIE
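Read-out: fluorescence polarization of Alexa 594-labeled tau (0.24 uM), 555 nm excitation, 632 nm emission. Mixtures held 15 uM unlabeled K18 P301L, compound and 20 uM heparin, pH 7 acetate buffer, incubated 6 hr at 37 C.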
Tau fibril ThT: inhibitors of human tau fibril formation, thioflavin T binding; P10636; recombinant tau K18 P301L (four-repeat tau fragment), heparin-induced fibrillization, ThT fluorescence; Potency, µM (highest dose often 57.4 µM), for the others: at the top dose activity, negative = inhibition, most hits filed as inhibitors; hit rate 2.1% among 270,000; further: nearly all actives have a fitted effect of over 55% in size
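Heparin-induced (20 uM) aggregation of recombinant human K18 P301L tau, 15 uM unlabeled with 0.24 uM labeled, pH 7 acetate buffer, 6 hr at 37 C with compound. Fibrils quantified by 30 uM ThT fluorescence after 1 hr ambient incubation.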
RGS12 GoLoco inh: blocks human Gai1 binding to RGS12 GoLoco peptide, red readout. hit rate 0.44% among 230,000. AID 880. Potency, µM (highest dose often 61.6 µM), without a hit: at the highest dose activity, negative = inhibition, most hits filed as inhibitors. Gai1:RGS12 GoLoco peptide FP, rhodamine, 10 min. P63096; active means well fitted inhibition curve with a large enough effect, not every such curve was filed as active; inactive means no such curve, though single readings can be large or run the other way; further: nearly all actives have a fitted effect of over 30% in size; many of its hits are not listed in these tables
TRb SRC2 PPI: disrupts binding of human TR beta to SRC2. P10828. TRbeta-SRC2 peptide binding, fluorescence polarization; receptor liganded with 1 µM T3. Potency, µM (titrated, usually from 106 µM), without a hit: at the highest dose activity change, negative = inhibition, actives largely listed as inhibitors. hit rate 0.065% among 280,000;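 further: plate controls were bound peptide for no effect and peptide without receptor for full effect; nearly all actives have a fitted effect of over 50% in size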
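Read-out is fluorescence polarization (555 nm excitation, 632 nm emission) of a Texas Red SRC2 coactivator peptide; loss of signal reflects blocked binding to human TRb ligand-binding domain in the presence of 1 uM T3.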
L3MBTL1 inh: L3MBTL1 (human) inhibition; hit rate 0.66% among 230,000; Q9Y468; AID 485360; AlphaScreen L3MBTL1–H3K9me1 peptide binding; Potency, µM (series often up to 57.1 µM), without a hit: at the top dose activity, negative = inhibition, usual class: inhibitors; further: nearly all actives have a fitted effect of over 60% in size
Target sequence (Q9Y468 whole entry, looked up): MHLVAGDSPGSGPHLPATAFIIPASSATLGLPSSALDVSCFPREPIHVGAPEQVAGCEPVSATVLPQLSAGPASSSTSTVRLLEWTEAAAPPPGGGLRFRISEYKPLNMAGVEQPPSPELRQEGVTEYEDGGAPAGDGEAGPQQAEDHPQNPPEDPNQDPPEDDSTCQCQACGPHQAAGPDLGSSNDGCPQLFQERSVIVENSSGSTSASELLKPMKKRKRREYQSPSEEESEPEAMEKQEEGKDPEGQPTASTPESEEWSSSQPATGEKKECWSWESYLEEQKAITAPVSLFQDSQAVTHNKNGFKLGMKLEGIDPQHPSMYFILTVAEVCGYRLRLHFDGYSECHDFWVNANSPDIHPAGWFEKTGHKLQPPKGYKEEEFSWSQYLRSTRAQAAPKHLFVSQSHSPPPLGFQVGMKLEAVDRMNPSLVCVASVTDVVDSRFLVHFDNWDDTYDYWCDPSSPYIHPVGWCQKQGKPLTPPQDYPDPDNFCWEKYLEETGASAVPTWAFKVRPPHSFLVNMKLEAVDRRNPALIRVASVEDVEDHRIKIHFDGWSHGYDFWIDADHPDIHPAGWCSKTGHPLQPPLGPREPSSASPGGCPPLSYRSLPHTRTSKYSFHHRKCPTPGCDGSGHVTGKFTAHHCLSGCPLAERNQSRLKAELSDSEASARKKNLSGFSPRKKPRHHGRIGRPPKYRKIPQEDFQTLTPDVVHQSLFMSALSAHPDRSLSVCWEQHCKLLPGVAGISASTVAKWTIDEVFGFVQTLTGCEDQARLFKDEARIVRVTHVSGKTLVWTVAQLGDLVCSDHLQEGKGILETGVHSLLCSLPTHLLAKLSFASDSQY
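First, the protein-peptide complex forms for 30 min at room temperature (L3MBTL1 50 nM, biotinylated H3K9me1 peptide 75 nM). Next, compounds are pin-transferred and incubated 30 min. Finally, AlphaScreen beads are added and read after 30 min.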
TR SRC2 fluor cs: alters Texas Red total fluorescence, flagging assay interference; TRb/SRC2 Texas Red total fluorescence interference; hit rate 0.29% among 280,000; Potency, µM (series often up to 106 µM), inactives show at the top dose fluorescence change, negative = quenching; AID 1479; active means well fitted curve in either direction with a large enough effect; inconclusive means small, poorly fitted or top-dose-only effect
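Human TRb ligand-binding domain at 0.6 uM with 20 nM Texas Red SRC2 peptide in Tris buffer containing 1 uM T3 and 5% DMSO, incubated with compound 5 h at ambient temperature. Total fluorescence (555/632 nm) calculated as parallel + 2 × perpendicular.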
JMJD2E inh: inhibitors of human JMJD2E histone demethylase. B2RXH2. JMJD2E catalytic domain, FDH-coupled NADH fluorescence (FDH is formaldehyde dehydrogenase). Potency, µM (series often up to 57.1 µM), without a hit: at the highest dose activity change, negative = inhibition, hits mostly inhibitors. hit rate 1.6% among 230,000; active means well fitted inhibition curve with a large enough effect, not every such curve was filed as active; inconclusive means small, poorly fitted or top-dose-only effect, or another doubt; inactive means no such curve, though single readings can be large or run the other way;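 further: 0% = wells with enzyme and -100% = buffer wells without enzyme; nearly all actives have a fitted effect of over 50% in size; many of its hits are not listed in these tables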
RECQ1 helicase: RECQ1 (human) helicase inhibition; RECQ1 DNA unwinding, red fluorescence kinetic read; hit rate 0.54% among 240,000; Potency, µM (titrated, usually from 57.3 µM), inactives show at the top dose activity, negative = inhibition, most hits filed as inhibitors; P46063;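 further: plate controls were vehicle for no effect and no enzyme for full effect; nearly all actives have a fitted effect of over 30% in size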
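RECQ1T1 50 nM; forked duplex (20 bp + 30-nt ss tails) 200 nM, ATP 2 mM final; pH 8.0, 2 mM MgCl2, 2.5 ug/ml poly(dI-dC); 15 min compound preincubation; discontinuous kinetic read over 2 h at RT.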
* = called active by the depositor; i = inactive; ? = inconclusive; · = no result given; & = joins results of further samples; [ ] = dose if it differs, or a comment. Unless noted, the call rests on the fitted dose curve; in most records, active means well fitted curve in the direction sought with a large enough effect; inconclusive means small, poorly fitted or top-dose-only effect, or another doubt; inactive means no such curve, though single readings can be large; an effect the other way counts as inactive or inconclusive. Unless noted, on the % scale 0 is the no-effect control and ±100 the full control effect; potency means the concentration at half of the fitted maximal effect.

SMILES | Tau FP inhib | Tau fibril ThT | RGS12 GoLoco inh | TRb SRC2 PPI | L3MBTL1 inh | TR SRC2 fluor cs | JMJD2E inh | RECQ1 helicase
O=C(COc1ccc([N+](=O)[O-])cc1)NCC1(N2CCOCC2)CCCCC1 | 3% | -6% | · | -7% | · | 6% | · | ·
O=C(CSc1nc2c(c(=O)n1-c1ccc(Cl)cc1)SCC2)NCc1ccco1 | 4% | -7% | 3% | -4% | · | 2% | -4% | i
O=C(CCn1c(=O)c2sccc2n(CC(=O)Nc2ccccc2)c1=O)NCc1ccccc1Cl | ? | 3% | · | 7% | · | 4% | · | ·
Clc1ccc(-c2nnc(SCc3ccon3)o2)c(Cl)c1 | 1% | -2% | 11% | -14% | 13% | -2% | -6% | -2%
CCOc1ccc2ccccc2c1CNc1nnnn1C | -11% | -12% | 9% | 6% | 9% | 0% | -16% | 9%
COc1nc(NCc2cccnc2)nc(NC2CCCCC2)n1 | 6% | 10% | 13% | -4% | 1% | 0% | 5% | -1%
O=C(N/N=C/c1ccccn1)c1ccc(S(=O)(=O)N2CCCCCC2)cc1 | -7% | 3% | 7% | -2% | · | -2% | ? | -11%
COc1cc(SC#N)ccc1N=Cc1c(C)[nH]n(-c2ccc(C)c(C)c2)c1=O | ? | 18µM* | 1% | 1% | -10% | -6% | 1% | -2%
COc1cc(/C=C/C(=O)OCC(=O)NCc2cccs2)ccc1OC(F)F | 4% | 0% | 0% | 6% | 7% | 1% | ? | i
COc1cc(OC)c2ccc(=O)oc2c1C(CC(=O)N1CCCC1)c1ccc(N(C)C)cc1 (stereo unspecified) | 4% | -8% | -22% | 0%&-1% | · | -1%&-5% | -13% | -3%
O=C1CSC(c2ccccc2)N1CC12CC3CC(CC(O)(C3)C1)C2 (stereo unspecified) | 4% | 4% | 10% | -16% | 6% | 0% | -4% | -3%
COc1ccc(-c2cn3c(n2)sc2cc(C(=O)Nc4ccccc4F)ccc23)cc1 | -6% | -2% | · | 1% | · | -17% | · | ·
COc1ccc(CNS(=O)(=O)c2cc(C(=O)Nc3cc(Cl)cc(Cl)c3)ccc2F)cc1 | 3.5µM* | 8% | · | 2% | · | 0% | · | ·
CCSc1ccc(C(=O)Nc2ccc(-c3nc4ccc(C)cc4s3)cc2)cc1 | -2% | ? | · | -1% | · | 1% | · | ·
Cc1cc(NC(=O)NCC(F)(F)F)no1 | 14% | 8% | 10% | -1% | 5% | -3% | 2% | -5%
CC1CCN(C(=S)c2ccc(-c3ccc(Cl)cc3Cl)o2)CC1 | -2% | -4% | 3% | -1% | -10% | 0% | -4% | -5%
Cc1ccccc1C(=O)Nc1cccc(OCc2cc(=O)n3c(C)csc3n2)c1 | -2% | -4% | · | 6% | · | 0% | · | ·
O=C(COCC(=O)Nc1cccc(C(F)(F)F)c1)Nc1cccc(C(F)(F)F)c1 | 11µM* | 5% | 6% | -15% | · | -1% | 10% | i
COc1ccc(Cl)cc1NC(=O)C(C)n1nnc2sc3c(c2c1=O)CCCC3 (stereo unspecified) | -8% | ? | · | -1% | · | 0% | · | ·
COc1ccc2oc(=O)c(C(=O)NCCc3c(C)[nH]c4ccc(Br)cc34)cc2c1 | 10% | ? | · | 4% | · | -3% | · | ·
Cn1c2c(c(=O)n(C)c1=O)C(NC(=O)c1cccs1)(C(F)(F)F)C(=O)N2 (stereo unspecified) | -1% | -8% | 7% | -1% | 2% | -4% | -4% | -3%
Cc1cc(C(F)(F)F)n(-c2nc(C(=O)Nc3ccccc3Oc3ccccc3)cs2)n1 | 1% | -10% | 5% | 5% | 1% | 2% | 8% | -1%
CCOC(=O)Cc1nnc(NC(=O)C(CC)Sc2nc(C)cc(=O)[nH]2)s1 (stereo unspecified) | 7% | -3% | -1% | 1% | 15% | -2% | -11% | -6%
O=C(NC(N1CCOCC1)C(Cl)(Cl)Cl)c1ccco1 (stereo unspecified) | -1% | 6% | 1% | 3%[53 µM] | -28% | 0%[53 µM] | 4% | -13%
Cc1[nH]c2ccccc2c1-c1csc(NC(=O)CSCCO)n1 | ? | ? | 5% | 5% | · | -5% | 5% | -5%
CCN(CC)C(=O)C[n+]1cccc(/C=N/O)c1 | -3% | 3% | 3% | -2% | 5% | 1% | -12% | -14%
COc1cc(C(=O)OCC(=O)Nc2ccc(F)cc2F)cc(OC)c1OC | -10% | -7% | 2% | -9% | · | -2% | -7% | 0%
COCCNC(=O)c1cc(S(=O)(=O)N(C)c2ccccc2OC)ccc1C | -12% | -11% | 8% | -6% | -1% | -1% | -6% | -3%
CC(=O)c1ccc(NC(=O)c2ccc3c(c2)N(Cc2cccc(Cl)c2)C(=O)c2ccccc2S3=O)cc1 (stereo unspecified) | ? | ? | · | -1% | · | -27% | · | ·
CCC(C)NC(=O)c1cc(-c2ccc(OC)cc2)on1 (stereo unspecified) | -5% | -11% | 3% | 0% | · | 2% | -15% | i

An excerpt from above, reduced to TR SRC2 fluor cs:
SMILES,TR SRC2 fluor cs
COc1nc(NCc2cccnc2)nc(NC2CCCCC2)n1,0%
O=C(N/N=C/c1ccccn1)c1ccc(S(=O)(=O)N2CCCCCC2)cc1,-2%

Following part.
SMILES | Tau FP inhib | Tau fibril ThT | RGS12 GoLoco inh | TRb SRC2 PPI | L3MBTL1 inh | TR SRC2 fluor cs | JMJD2E inh | RECQ1 helicase
COc1ccccc1NS(=O)(=O)c1cccc(C(=O)NN)c1 | -1% | -2% | 2% | -8% | 7% | -1% | 18% | -3%
COc1cc(NC(=O)CSc2nc3ccccc3c(=O)n2C)ccc1NC(=O)c1ccco1 | 3% | -19% | -3% | -7% | -4% | -6% | ? | -4%
Cn1cc(-c2nnc(-c3ccccc3)o2)c2ccccc21 | -3% | -13% | -5% | 6% | 8% | 3% | ? | i
Cc1ccc(CNC(=O)Cn2cccc2C(=O)c2ccccc2)cc1 | 6% | 3% | 4% | -16% | · | 0% | 5% | -4%
CCOC(=O)c1sc(NC(=O)/C=C/c2c(F)cccc2Cl)nc1C | 3% | -18% | 27% | -3% | 1% | -2% | 0% | -5%
COc1ccc(-c2cc(C(=O)Nc3sc4c(c3C#N)CCCC4)c3ccccc3n2)cc1OC | -8% | 4% | -17% | -1% | -4% | 0% | ? | i
CCOC(=O)C1=C(NC(=S)NC(=O)c2ccccc2)c2ccccc2CC1C(C)C (stereo unspecified) | -7% | -11% | 0% | -2% | -16% | 0% | -1% | -15%
COc1cc2cc(CN(Cc3nnnn3Cc3ccco3)C3CCCCC3)c(=O)[nH]c2cc1OC | ? | 16µM* | 80%[activator] | -13% | -12% | -16% | ? | i
COc1ccccc1CNC(=O)c1ccc(-c2nc(CN3CCc4ccccc43)c(C)o2)cc1 | 11% | ? | · | -1% | · | 1% | · | ·
CCOc1ccc(NC(=O)c2noc3c2CSc2ccccc2-3)cc1 | -1% | -7% | · | -2% | · | -1% | · | ·
Clc1ccc2c(c1)C(N1CCNCC1)=Nc1ccccc1O2 | -4%&2%&-6%&9% | -11%&-5%&-5%&-6% | 6% | -5% | 7% | ? | ? | 3%
O=C(COC(=O)c1ccc(S(=O)(=O)N2CCCC2)cc1)NCc1ccc(Cl)cc1 | -9% | -10% | 2% | 0% | · | -9% | 4% | -10%
NC1(C(=O)O)CCc2cc(C(=O)O)ccc21 (stereo unspecified) | -17%&9% | ? | -7%&2% | -4%&3% | · | -7%&-8% | ? | -2%&28%
Cc1nn(CC(=O)NCc2ccccc2F)c(C)c1[N+](=O)[O-] | 0% | -11% | 7% | 7% | 1% | -5% | 9% | 9%
Cc1c(NC(=O)c2ccc(Br)o2)cccc1C(=O)O | -1% | -5% | -3% | 1% | · | 0% | -1% | 0%
Cc1occc1C(=O)NC(C)c1ccc2c(c1)OCO2 (stereo unspecified) | 1% | -2% | 9% | -2% | 0% | -2% | 9% | i
Cc1cc(C(=O)CSc2nnc3ccccn23)c(C)n1-c1ccccc1 | 4% | 3% | 4% | 6%[53 µM] | -12% | -1%[53 µM] | 4% | -12%
O=C1c2oc3ccccc3c(=O)c2C(c2cccc(Br)c2)N1c1ccccn1 (stereo unspecified) | -10% | 2% | · | 4% | · | 1% | · | ·
CCOC(=O)NC(=O)/C(C#N)=N/Nc1ccc(F)cc1 | -6% | -1% | 17% | ? | · | 0% | -4% | i
CCOC(=O)c1cc2sccc2n1Cc1ccc(C#N)cc1 | -7% | ? | 0% | -17% | 17% | -1% | 5% | -7%
COC(=O)c1ccccc1NC(=O)CCS(=O)(=O)c1ccc(Br)cc1 | 3% | -4% | -6% | -3% | 8.9µM* | 3% | ? | 32µM*
CCNC(=O)COc1ncnc2scc(-c3ccc(F)cc3)c12 | -6% | -8% | 9% | 11% | · | 2% | -2% | -1%
Nc1cc(-c2ccc(Cl)cc2)nn1-c1ccccc1 | 9% | -15% | 7% | 1% | -2% | -4% | ? | i

Entries of single compounds from above. Order of values: Tau FP inhib	Tau fibril ThT	RGS12 GoLoco inh	TRb SRC2 PPI	L3MBTL1 inh	TR SRC2 fluor cs	JMJD2E inh	RECQ1 helicase
Clc1ccc2c(c1)C(N1CCNCC1)=Nc1ccccc1O2 in the list: -4%&2%&-6%&9%	-11%&-5%&-5%&-6%	6%	-5%	7%	?	?	3%
Cc1occc1C(=O)NC(C)c1ccc2c(c1)OCO2 (stereo unspecified) in the list: 1%	-2%	9%	-2%	0%	-2%	9%	i
Nc1cc(-c2ccc(Cl)cc2)nn1-c1ccccc1 in the list: 9%	-15%	7%	1%	-2%	-4%	?	i
COCCNC(=O)c1cc(S(=O)(=O)N(C)c2ccccc2OC)ccc1C in the list: -12%	-11%	8%	-6%	-1%	-1%	-6%	-3%
COc1ccc(CNS(=O)(=O)c2cc(C(=O)Nc3cc(Cl)cc(Cl)c3)ccc2F)cc1 in the list: 3.5µM*	8%	·	2%	·	0%	·	·

Individual results from above.
COc1cc(NC(=O)CSc2nc3ccccc3c(=O)n2C)ccc1NC(=O)c1ccco1 | L3MBTL1 inh: -4%
Cc1cc(C(=O)CSc2nnc3ccccn23)c(C)n1-c1ccccc1 | Tau fibril ThT: 3%

From PubChem BioAssay

Some of the compounds tested; the hit share may differ from the screen's.
